High-throughput results (PubChem)
PglD inh: inhibitors of Campylobacter jejuni PglD acetyltransferase. inhibition, % at 12.5 µM. AID 602405. 0.098% of 360,000 active. purified PglD enzyme, DTNB colorimetric CoA detection; in the data active = inhibition above about 16%, passing the limit was not always enough; note: strong numbers were not always called active
FN deposit inh: fibronectin deposition inhibition. inhibition, % at 12.6 µM. AH1F fibroblasts, Alexa488-fibronectin deposition fluorescence, overnight. 0.086% of 350,000 active. AID 743247;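 active = mean inhibition across replicates of 30% or more, regardless of how many single replicates reach that level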;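 note: positive control wells lacked labelled fibronectin entirely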
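Material – AH1F fibroblast monolayer, labelled fibronectin deposition · Reagent – labelled fibronectin 24 nM · Timing – 1 h adhesion, overnight exposure · Measured by – fluorescence at 485 nm excitation, 525 nm emission · Read-out – inhibition of fibronectin deposition signal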
miR122 inh: blocks miR-122 activity in Huh7 sensor cells; Huh7 miR-122 Renilla luciferase sensor, 48 h; neutral wells = 0, positive control = 100; activation (reporter increase), % at 12.5 µM; 0.3% of 340,000 active; AID 602342;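 active = mean replicate activation score at least 90 and every replicate individually at or above 90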;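 note: higher luciferase means less miR-122 activity so hits act as miR-122 inhibitors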
C2C12 statin: suppression of simvastatin myotoxicity | AID 602340 | 0.78% of 330,000 active | rescue of ATP level, % at 7.49 µM | C2C12 myotubes + simvastatin, ATP luminescence, 48 h; scaled: DMSO 0, geranylgeraniol control 100;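 active = mean ATP rescue above about 67%, or every replicate alone reaching that limit, limit read from the data, passing the limit was not always enough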;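 note: myotubes were challenged with 10 µM simvastatin during compound exposure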
Cneo AK release: Cryptococcus neoformans lysis via adenylate kinase release; C. neoformans lysis, adenylate kinase release luminescence, 4 h; normalised: neutral wells 0, clomiphene wells 100; lysis activity, % at 15 µM; 0.2% of 360,000 active; AID 651654;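 active = mean lysis activity across replicates of at least 80%, whatever share of replicates individually reach that level; inactive = mean lysis activity below 80%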
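Test system: log-phase Cryptococcus neoformans yeast cells. Input: 5 × 10^6 yeast cells/mL. Medium: fresh YPD growth medium. Doses: single dose. Incubation: static 4 h at 37 °C with compound, 1 h detection. Measured by: luminescent adenylate kinase detection reagent. Read-out: signal increase indicating cell lysis. Benchmarks: Clomiphene.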
F508del corr: correctors of CFTR F508del function in bronchial epithelial cells. CFBE cells, YFP halide quenching; stimulated with forskolin plus potentiator P3; % fluorescence drop versus neutral controls. AID 720511. 0.36% of 350,000 active. activity (quench increase), % at 7.58 µM;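 active = mean added fluorescence quench of at least 8% versus neutral control, with both replicates also reaching 8%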;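 note: cells transiently co-express mutant CFTR-F508del with the halide-sensitive YFP; corrector assay measuring rescue of mutant channel to the surface after 24 h compound exposure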
GSIS activator: primary screen for activators of insulin secretion dependent on glucose, INS-1E cells, GLuc reporter luminescence; activation, % at 16.6 µM; INS-1E GLuc reporter insulin secretion, 2-3 h; 0.61% of 370,000 active; AID 743287;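 active = lowest replicate activation of at least 40%, so every replicate reaches that level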;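 note: 0% = median of neutral control wells and 100% = median of IBMX positive control wells; some compounds called inactive have numbers as strong as hits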
PGC1a acetyl inh: modulators of PGC1a acetylation | U2OS PGC1a acetylation, AlphaScreen anti-acetyl-lysine; with virally co-expressed GCN5 acetyltransferase | inhibition, % at 15.6 µM | 0.17% of 350,000 active;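 active = every replicate shows inhibition of at least 40%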;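 note: 0% = neutral control wells and 100% = positive control wells; some results beyond the cut were filed as inactive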
* hit, by the source's call; nt = no result given; & = joins results of further samples; [ ] = dose if it differs, or a comment. Outcome played no part in choosing rows; any-hit rate near 2.1%.

entry	Molecule	PglD inh	FN deposit inh	miR122 inh	C2C12 statin	Cneo AK release	F508del corr	GSIS activator	PGC1a acetyl inh
1	Cc1ccc(S(=O)(=O)Nc2ccc3c(c2)C(=O)N([C@H](C)CO)C[C@H](C)[C@@H](CN(C)S(=O)(=O)c2ccccc2)O3)cc1	-1	nt	10[16.7 µM]	-47	-2	-0.1	-12	4
2	CC1CCCC(NC(=O)COC(=O)/C=C/c2ccc3c(c2)OCO3)C1C (stereo not drawn)	-3	0	nt	nt	-1	-1.1	12	nt
3	C[C@@H]1CN([C@@H](C)CO)S(=O)(=O)c2ccc(C#CC3CC3)cc2O[C@@H]1CN(C)CC1CCOCC1	4	3	-7[16.7 µM]	-3	-6	-0.1	-7	-7
4	CCOC(=O)C1(CCOc2ccccc2)CCN(Cc2cccn2-c2cccnc2)CC1	nt	-4	nt	nt	nt	0.6	-10	-6
5	Cc1ccc(C2NNC(=O)C2NC(=O)c2ccccc2)cc1 (stereo not drawn)	-1	nt	4	-14	-2	nt	nt	6
6	CC(C)c1cccc(C(C)C)c1Nc1cn[nH]c1	2	-2	-10	-17	0	4.0	3	-20
7	COc1cc(/C=C2/C(=O)NN(c3ccccc3)C2=O)cc(Br)c1O	3	0	-5	16	3	-2.9	nt	2
8	Cc1noc(C)c1NC(=O)Nc1ccc2c(c1)C(=O)N(C)[C@@H]1CC[C@@H](CC(=O)N[C@@H]3CCN(Cc4ccccc4)C3)O[C@@H]1CO2	2	6	-8[16.7 µM]	-4	2	1.6	9	4
9	COc1ccc(C#Cc2cnc3c(c2)C(=O)N([C@@H](C)CO)C[C@@H](C)[C@@H](CN(C)C(=O)c2ccccc2F)O3)cc1	1	-3	0[16.7 µM]	3	46	-1.4	3	17
10	COc1ccc(OC)c(NC(=O)NNC(=O)c2cc3occc3[nH]2)c1	-2	-6	12	14	-1	-0.8	-5	nt
11	COc1ccc(/C=C/C(=O)OCC(=O)N2CC(=O)Nc3ccccc32)cc1S(=O)(=O)N1CCOCC1	-1	2	-4	-5	16	-0.9	11	nt
12	O=C(Cc1c(F)cccc1Cl)Nc1nc2ccccc2s1	nt	-19	nt	nt	nt	-1.7	10	-17
13	Cc1ccc2c(c1)N(C(=O)CSc1nncn1C)C(C)(C)c1ssc(=S)c1-2	0	nt	2	0	-1	nt	nt	2
14	CN1CCCN(C(=O)c2cc(-c3ccc(Cl)c(Cl)c3Cl)nc3ccccc23)CC1	-5	9	nt	-2	0	3.7	13	5
15	Cc1ccc(C(C)C)c(OCC(=O)Nc2ccc(N3CCN(S(C)(=O)=O)CC3)cc2)c1	2	nt	-2	nt	6	nt	37	10
16	COc1ccc2nc(NC(=O)CN(c3ccc(C)cc3)S(=O)(=O)c3c(C)nn(C)c3C)sc2c1	-2	-4	7	2	5	nt	nt	-20
17	COc1cc(C(C)=O)ccc1OCC(O)CN(CCO)Cc1ccccc1 (stereo not drawn)	3	5	2	-2	2	0.4	-4	nt
18	C[C@@H]1CN([C@@H](C)CO)C(=O)c2cc(NS(=O)(=O)c3ccc(Cl)cc3)ccc2O[C@@H]1CN(C)Cc1ccc(C(F)(F)F)cc1	nt	nt	-5[16.7 µM]	nt	nt	9.8*	-7	-3
19	N#Cc1ccc(NC(=O)COC(=O)C2=COCCO2)cc1	-7	nt	nt	8	3	nt	2	nt
20	COCCNc1nc2nonc2nc1N1CCCC1c1nccs1 (stereo not drawn)	-2	-9	-3	1	0	-2.1	4	2
21	COc1ccc(OC)c(N/C=C/C(=C(C#N)C#N)N(C)C)c1	0	-16	-5	nt	-2	1.1	-3	7
22	COc1ccc(C(=O)Nn2c(SCC(=O)NCC3CCCO3)nc3ccccc3c2=O)cc1 (stereo not drawn)	-1	-4	2	-27	-16	nt	17	0
23	Cc1c(Cl)cccc1NC(=O)CSc1nnc(C)n1CC1CCCO1 (stereo not drawn)	-3	-10	-2	6	-7	0.1	-1	-2
24	COc1ccccc1N(CC(=O)N1CCCCC1C)S(=O)(=O)c1ccc(Cl)cc1 (stereo not drawn)	5	0	128*	4	0	0.6	-3	-1
25	CCC(=O)N1CC[C@@H]2[C@H]1c1cc(-c3ccc(F)cc3)ccc1N[C@@H]2CO	2	2	-3[16.7 µM]	-12	0	-2.5	1	-10
26	S=C(Nc1ccccc1)N1CCCCC1	0	nt	0	-5	2	nt	15	4
27	COc1cc(/C=C/c2ccc3cccc([N+](=O)[O-])c3n2)ccc1OCC#N	nt	0	23	-3	nt	1.9	-4	-8
28	COc1ccc(CCCC(=O)Nc2cc(C)ccc2OC)cc1	-3	8	-3	4	-3	-0.7	-22	10
29	O=C(Cc1ncc(C(F)(F)F)cc1Cl)NCCc1ccccc1	-2	-1	7	-8	1	1.7	3	3
30	O=C(NCc1ccc(Cl)cc1)c1cc2c(nc3sccn32)s1	-2	nt	-8	2	-1	nt	nt	-12
31	CC1CC(C)CN(C(=O)c2cc(S(=O)(=O)N3CCCCC3)ccc2Cl)C1 (stereo not drawn)	4	-6	nt	4	2	4.8	-46	35
32	COC(=O)c1cc(NC(=O)c2cc(-c3ccc(OC)cc3)oc2C(F)(F)F)ccc1N1CCOCC1	nt	-18	-9	-30	nt	0.3	-31	-3
33	O=C(NCC(=O)N(c1ccccc1)C(C(=O)NC1CCCCC1)c1ccncc1)c1ccco1 (stereo not drawn)	3	10	7	-21	-2	nt	nt	2
34	C/C=C/c1ccc2c(c1)O[C@@H](CN(C)C(=O)CC1CC1)[C@@H](C)CN([C@@H](C)CO)S2(=O)=O	-2	-4	-3[16.7 µM]	10	-5	0.0	-6	-1
35	Cc1ccccc1OC(=O)C1C(c2ccccc2)C(C(=O)O)C1c1ccccc1 (stereo not drawn)	2	-3	0	8	4	nt	nt	-8
36	COc1ccc(CCNc2nc(N3CCCCC3)nc(N3CCCCC3)n2)cc1OC	0	nt	0	-9	-6	nt	nt	-12
37	Cn1cnc([N+](=O)[O-])c1SCC(O)CCl (stereo not drawn)	nt	2	nt	nt	nt	1.5	15	10
38	O=C1/C(=C\c2ccc(-c3ccccc3[N+](=O)[O-])o2)C(c2ccccc2)=NN1c1ccccc1	-4	nt	6	-165	-3	nt	nt	-11
39	CC(C)NC(=O)Nc1ccc2c(c1)C(=O)N([C@H](C)CO)C[C@H](C)[C@@H](CN(C)C(=O)Nc1ccccc1)O2	0	0	7[16.7 µM]	33&2	-2	3.7&-1.2	7&-5	-4&-2
40	COc1ccccc1NC(=O)CCCn1c(=S)[nH]c2ccccc2c1=O	3	8	49	nt	0	-0.2	33	2
41	CCCNC(=O)c1cc(C2CCCN(S(=O)(=O)c3ccccc3)C2)on1 (stereo not drawn)	-5	-2	6	-17	0	-2.3	1	nt
42	CCOc1ccc(NC(=O)CN(C)C(=O)c2ccc(N3CCCCCC3)c([N+](=O)[O-])c2)cc1OCC	nt	-2	2	-31	nt	2.2	-7	-17
43	CCOc1ccc(N(CC(=O)Nc2ccc(OC)cc2)C2=NC3CS(=O)(=O)CC3S2)cc1 (stereo not drawn)	-3	2	-2	14	2	1.4	9	nt
44	CCCC(=O)NCCc1nc2ccccc2n1CCC	-4	0	nt	-2	5	1.9	-6	nt
45	CNc1c([N+](=O)[O-])cnn1-c1ccccn1	nt	-1	nt	nt	nt	0.3	-2	4
46	O=c1[nH]c(C2CCN(S(=O)(=O)c3ccccc3)CC2)nc2c1nnn2Cc1ccc2c(c1)OCCO2	4	10	1	1	-1	0.5	-1	8
47	CCOC(=O)c1c(C)[nH]c(C(C)=NNC(=O)Cn2nc(C)cc2C)c1C	1	-1	2	11	-2	0.5	33	5
48	O=C(CN1C(=O)NC2(CCCCC2)C1=O)NCCc1c[nH]c2ccccc12	-1	4	-2	nt	-2	1.1	-13	nt
49	CCN(CC(=O)Nc1ccccc1C(F)(F)F)C(=O)c1cc(S(=O)(=O)N(C)C)ccc1N1CCCC1	5	8	nt	-6	-6	1.0	-21	nt
50	Brc1ccc2c(c1)CN1CCCC1=N2	-6	-7	-13	0	-2	nt	5	nt
51	COc1ccc(Cc2c(-c3ccco3)nc3c(C)cc(Br)cn23)c(C)c1	3	0	-2	-72	0	-4.3	nt	-5
52	Cc1c(C)c2cc(Cl)c(OCC(=O)NC3CC(C)(C)NC(C)(C)C3)cc2oc1=O	9	-5	0	26	-1	-0.4	37	-2
53	[N-]=[N+]=Nc1ccccc1C[C@@]1(C(=O)NCCN2CCOCC2)N=C(c2ccc(OCCCO)cc2)O[C@@H]1c1ccccc1N=[N+]=[N-]	-2	nt	nt	nt	-1	0.5	nt	-2
54	COC(=O)C(CC#Cc1ccc2c(c1)[C@]1(C(=O)N2)[C@H](c2ccccc2OCCO)N2[C@H](c3ccccc3)[C@H](c3ccccc3)OC(=O)[C@H]2[C@@H]1C(=O)Nc1nc2ccccc2s1)C(=O)OC	2	nt	nt	nt	-10	3.9	nt	14
55	CCS(=O)(=O)Nc1ccc2c(c1)C(=O)N(C)C[C@@H](OC)[C@@H](C)CN(CC1CCCC1)[C@@H](C)CO2	3	0	10[16.7 µM]	3	-4	-1.9	1	5
56	CO[C@H]1CN(C)C(=O)c2cccc(C#N)c2OC[C@H]2O[C@H](CC[C@@H]2OC)CCN(C)C(=O)[C@H]1C	0	7	nt	-1	9	3.5	6	-5
57	CC(=O)Nc1ccc(NC(=O)c2cccc3ccccc23)cc1	-6	8	-2	1	1	0.3	10	-7
58	Cc1cc(C)nc(SCC(=O)c2ccc(O)cc2O)n1	0	-5	-5	17	-1	-1.4	17	10
59	C[C@H](NC(=O)C[C@@H]1C[C@H]2c3cc(NC(=O)CN(C)C)ccc3O[C@H]2[C@H](CO)O1)c1ccccc1	2	-9	3[16.7 µM]	6	-4	-0.4	-2	nt
60	NC(=S)NNC(=O)C12CC3CC(CC(C3)C1)C2	-8	0	17	8	-1	-5.8	6	3

Continuation.
entry	Molecule	PglD inh	FN deposit inh	miR122 inh	C2C12 statin	Cneo AK release	F508del corr	GSIS activator	PGC1a acetyl inh
61	COc1cccc(C(NC(C)=O)c2nc(-c3cccc(NC(C)=O)c3)cs2)c1 (stereo not drawn)	1	-5	-7	5	-11	0.9	-2	1
62	O=C(OC1CCCCC1)c1ccc(NC(=O)c2ccco2)cc1	-4	nt	-5	-55	-4	nt	nt	-4
63	O=C(Cn1cnc2c(oc3ccccc32)c1=O)N1CCCC1	-1	nt	6	6	0	0.4	10	nt
64	CC(C)=CCc1c2c(c3occ(-c4ccc(O)c(O)c4)c(=O)c3c1O)C=CC(C)(C)O2	nt	-13	-7	-1	nt	1.7	-12	8
65	COCCN(CC(=O)Oc1ccccc1P(=O)(OC)OC)Cc1ccccc1	4	4	-3	nt	3	-2.4	nt	4
66	O=C(CCN1C(=O)C2C3C=CC(C3)C2C1=O)N1CCN(c2ccc([N+](=O)[O-])cc2)CC1 (stereo not drawn)	-12	-7	-13	-3	-1	-3.6	-2	6
67	Cc1ccc(S(=O)(=O)N2CCC(C(=O)OCc3ccc([N+](=O)[O-])cc3)CC2)cc1	2	3	-3	nt	-2	nt	-6	0
68	CS(=O)(=O)N(CC(=O)N1CCOCC1)c1cccc(Cl)c1Cl	0	3	2	0	-4	-15	-5	5

2 entries drawn at random from the list so far, as already listed:
entry	Molecule	PglD inh	FN deposit inh	miR122 inh	C2C12 statin	Cneo AK release	F508del corr	GSIS activator	PGC1a acetyl inh
63	O=C(Cn1cnc2c(oc3ccccc32)c1=O)N1CCCC1	-1	nt	6	6	0	0.4	10	nt
68	CS(=O)(=O)N(CC(=O)N1CCOCC1)c1cccc(Cl)c1Cl	0	3	2	0	-4	-15	-5	5
